Mot1-301 SUMO: inhibitors of SUMOylation pathway: yeast Mot1-301 growth rescue. S. cerevisiae Mot1-301 growth rescue, ATP luminescence, 38.5C; percent above DMSO median, 100 means doubled. growth rescue, % at 18.8 µM. 320,000 tested, 1% active;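 active means every valid replicate shows activation above 250% relative to neutral control wells; inactive means the rest, any valid replicate at or below 250%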;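 further: OY570 slx delta 5 strain wells were the positive control but not used for scaling; some compounds called inactive have numbers as strong as hits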
phage Ecoli inh: E. coli growth loss with phage present; growth absorbance; inhibition, % at 11.9 µM; 360,000 tested, 0.26% active; in the data active means inhibition above about 11%
OPRM1-OPRD1 inv: mu-delta opioid heterodimer inverse agonism. inhibition, % at 9.3 µM. P35372+P41143. 340,000 tested, 0.21% active. cell-based MOR-DOR heterodimer luminescence; in the data active means inhibition above about 22%, passing the limit was not always enough;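 further: 0% = cells with DMSO and 100% = wells without cells with DMSO; values of inactives mirror those of a sister screen read the other way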
HTR5A inv ctr: counter-screen for OPRM1-OPRD1 inverse agonists: human HTR5A inverse agonism; inhibition, % at 9.3 µM; HTR5A cell line, luminescence; P47898; 340,000 tested, 0.083% active; in the data active means inhibition mostly above about 23%, no sharp cut-off; inactive means mostly below about 18%;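 further: 0% = cells with DMSO and 100% = no-cell wells with DMSO; some compounds called inactive have numbers as strong as hits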
Target sequence (P47898 whole entry, looked up): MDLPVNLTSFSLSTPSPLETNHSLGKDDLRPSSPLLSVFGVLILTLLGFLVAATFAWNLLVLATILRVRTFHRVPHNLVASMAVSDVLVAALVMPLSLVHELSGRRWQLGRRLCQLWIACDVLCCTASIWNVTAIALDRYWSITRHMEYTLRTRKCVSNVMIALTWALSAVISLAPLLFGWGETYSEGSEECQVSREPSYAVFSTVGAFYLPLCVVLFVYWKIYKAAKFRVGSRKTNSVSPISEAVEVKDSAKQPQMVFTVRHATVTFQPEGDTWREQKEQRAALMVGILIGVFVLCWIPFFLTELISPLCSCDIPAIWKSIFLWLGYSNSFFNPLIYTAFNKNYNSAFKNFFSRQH
Tat transport: inhibitors of E. coli Tat protein transport; E. coli MC4100 TorA-mCherry Tat export, fluorescence; inhibition, % at 10 µM; 340,000 tested, 0.036% active;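 active means mean replicate inhibition at least 50% and at least half of replicates individually reaching 50%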;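 further: exported cargo escapes ClpAP degradation while cytoplasmic cargo is degraded and loses fluorescence; 0% = median of neutral control wells and 100% = median of NaSCN control wells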
PfHsp90 yeast 2: growth inhibition of yeast expressing Plasmodium Hsp90; inhibition, % at 9.4 µM; AID 504621; 310,000 tested, 0.32% active; S. cerevisiae expressing PfHsp90, BacTiter-Glo ATP, 48 h; yeast lacking PDR1 and PDR3 efflux regulators;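 active means every replicate shows inhibition above about 80%, whatever the replicate mean, limit read from the data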;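 further: 0% = DMSO neutral controls and 100% = 20 µM radicicol positive controls; yeast relying on Plasmodium falciparum Hsp90 in place of its own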
Ecoli viability: counter-screen for AddAB inhibitors: E. coli growth inhibition; E. coli V3065 growth, OD600 absorbance, 18 h; inhibition, % at 11.9 µM; 330,000 tested, 0.27% active;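 active means inhibition above the campaign's mean inhibition across all tested compounds plus 3 SD, cut at about 9.9% in these data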;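 further: uninfected addAB+ strain grown without phage in ampicillin broth; 0% = DMSO wells and 100% = ciprofloxacin 0.95 µg/ml wells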
PKA-R1A act: PKA-R1A complex activation. P00514+P68181. PKA-R1A dissociation, Cy5-IP20 fluorescence polarization; scaled: DMSO 0%, 113 µM cGMP 100%. activation, % at 11.4 µM. 340,000 tested, 0.083% active. AID 504707;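 active means percent activation above the mean of all tested compounds plus 3 SD, cut at about 19% in these data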;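 further: higher means more PKAc released from R1A so a rise in polarization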
AddAB inh: less growth of phage-infected E. coli with AddAB. E. coli expressing H. pylori AddAB, absorbance growth. inhibition, % at 11.9 µM. 330,000 tested, 0.29% active; in the data active means inhibition above about 12%;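 further: 0% = vehicle wells of infected cells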
PKA-R2B activ: activators of human PKA-R2B complex | 340,000 tested, 0.079% active | PKA-R2B holoenzyme dissociation, Cy5-IP20 fluorescence polarization; R2B truncated from residue 108, S112A mutant; 0% DMSO only, 100% 113 µM cGMP | activation, % at 11.4 µM | P22694+P31323;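 active means activation above a cutoff set at the mean over all compounds plus 3 SD, cut at about 18% in these data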;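 further: higher means more holoenzyme dissociation and a rise in polarization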
Target sequence (P31323 whole entry, looked up, other chains not shown, the tested form may be a part): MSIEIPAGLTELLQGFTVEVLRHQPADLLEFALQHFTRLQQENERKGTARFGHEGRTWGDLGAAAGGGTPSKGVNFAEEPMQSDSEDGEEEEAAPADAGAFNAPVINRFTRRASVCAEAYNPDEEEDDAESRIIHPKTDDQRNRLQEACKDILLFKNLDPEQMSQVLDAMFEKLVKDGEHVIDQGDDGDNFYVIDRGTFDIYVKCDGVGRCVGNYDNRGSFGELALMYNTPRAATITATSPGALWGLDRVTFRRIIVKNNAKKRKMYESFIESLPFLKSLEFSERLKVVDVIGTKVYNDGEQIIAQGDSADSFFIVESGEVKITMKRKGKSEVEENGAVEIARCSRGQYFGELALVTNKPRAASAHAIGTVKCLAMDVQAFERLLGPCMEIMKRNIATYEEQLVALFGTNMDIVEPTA
MOR-DOR ag: agonists of human mu-delta opioid receptor heterodimerization | cells, OPRM1-OPRD1 heterodimerization, luminescence | activation, % at 9.3 µM | 340,000 tested, 0.3% active | P35372+P41143 | AID 504326; in the data active means activation above about 18%;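 further: 0% = vehicle-treated cells and 100% = reference agonist; values of inactives mirror those of a sister screen read the other way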
An asterisk follows results filed as active; . = not tested or not shown.

item | Molecule | PKA-R2B activ | Ecoli viability | OPRM1-OPRD1 inv | MOR-DOR ag | PKA-R1A act | HTR5A inv ctr
1 | CC(C)Sc1nc2ccc(N3C(=O)C4CCCCC4C3=O)cc2s1 (stereo not drawn) | -15 | 1.6 | -11 | 2.0 | -12 | -15
2 | CCCNC(=O)c1cnc(Sc2ncc(C(F)(F)F)cc2Cl)n1C | -10 | -1.1 | -2 | 0.5 | -2 | -10
3 | O=C(CSc1ccc(-c2ccncc2)nn1)N1CCCC1 | -4 | 1.6 | 10 | -2.0 | -5 | 1
4 | O=C(COc1ccc(Cl)cc1)NCc1cn2cc(Cl)ccc2n1 | 6 | -0.2 | 6 | -1.2 | 3 | 17
5 | CC(=O)OCc1cc(=O)n(C)c(=O)n1C | -8 | -1.9 | 7 | -1.3 | -9 | 12
6 | COc1cc2c(cc1OC)CN(C(=O)CNS(=O)(=O)c1ccc(C)c(C)c1)CC2 | 5 | -2.4 | -2 | 0.2 | -3 | -2
7 | Cc1cc(C)n2nc(SCC(=O)Nc3ccc(F)cc3[N+](=O)[O-])nc2n1 | -12 | 1.7 | -3 | 0.8 | 1 | -12
8 | O=C(CN1CCCCCC1)NCCN1C(=O)S/C(=C\c2ccccc2Cl)C1=O | 2 | -2.5 | -2 | 0.4 | -1 | 10
9 | O=C(CN1CCN(c2ccc(F)cc2)CC1)Nc1ccc(S(=O)(=O)N2CCOCC2)cc1 | 0 | -0.7 | 2 | -0.5 | -6 | 15
10 | Cc1ccc(CCNC(=O)Cn2ccc3cc(S(=O)(=O)N4CCCC4)ccc32)cc1 | 2 | 1.8 | 11 | -2.2 | 1 | 12
11 | C/C(=N\NC(=O)COc1cccc(Br)c1)c1ccc2c(c1)OCCO2 | -3 | -2.3 | -14 | 3.3 | -10 | -4
12 | Cc1ccc2[nH]c3c(c2c1)CCc1cn[nH]c1-3 | -15 | 0.1 | -60 | 10 | -13 | -20
13 | S=c1nn[nH]c2ccccc12 | -17 | . | 27 | -5.2 | 2 | 25
14 | COc1ccc2c(c1)C(=O)CC(c1ccccc1F)O2 (stereo not drawn) | 9 | 3.3 | -20 | 3.8 | -3 | 7
15 | COc1ccccc1C(CNC(=O)CNC(=O)c1ccc(C)c(C)c1)N1CCCC1 (stereo not drawn) | -5 | 1.8 | 2 | -0.5 | -13 | -20

item | Mot1-301 SUMO | PfHsp90 yeast 2 | AddAB inh | phage Ecoli inh | Tat transport
1 | . | -4 | 1.2 | 3.0 | -2
2 | -13 | 1 | 1.5 | 4.5 | 2
3 | . | . | 3.0 | 2.2 | 2
4 | . | -48 | 1.8 | 0.9 | -3
5 | 21 | -29 | -0.8 | 0.9 | -5
6 | 5 | 3 | 0.1 | 1.3 | -2
7 | -1 | 3 | 3.5 | -1.1 | -2
8 | 12 | -34 | 0.9 | 2.8 | -8
9 | -3 | 10 | -2.2 | 1.3 | -4
10 | -4 | -25 | -1.1 | 0.8 | 3
11 | 19 | -20 | 0.9 | -1.2 | 4
12 | 144 | -96 | -2.5 | -1.3 | 5
13 | . | -18 | . | 0.9 | -8
14 | -8 | -15 | -1.1 | 0.6 | 0
15 | 14 | 6 | 1.6 | 0.8 | 4

(further entries)
item | Molecule | PKA-R2B activ | Ecoli viability | OPRM1-OPRD1 inv | MOR-DOR ag | PKA-R1A act | HTR5A inv ctr
16 | CC1CCN(C(=O)CSc2nc(N)cc(N)n2)CC1 | 10 | -1.1 | 9 | -1.8 | 2 | 4
17 | CCOc1nc2ccccc2nc1NS(=O)(=O)c1ccc(Cl)cc1 | 0 | 0.6 | 11 | -2.3 | 9 | -7
18 | Cc1ccc(C(=O)OCC(=O)NC(=O)c2ccccc2)o1 | -10 | 1.1 | 7 | -1.1 | 0 | 7
19 | Cc1cc(=O)n2c(C(=O)Nc3ccc(C)c(C)c3)c(C(=O)Nc3ccccc3)sc2n1 | -4 | -0.7 | -7 | 1.3 | -3 | -10
20 | Cc1cc2oc(=O)ccc2cc1[N+](=O)[O-] | 2 | -3.1 | 8 | -1.5 | -5 | 20
21 | CCN1CCSc2ccc(C(=O)NCc3ccccc3Br)cc21 | 1 | -1.8 | -8 | 1.3 | 2 | 7
22 | CC(C)C(OC(=O)CN1C(=O)c2ccccc2C1=O)C(=O)NC1CCCCC1 (stereo not drawn) | 0 | 2.1 | 7 | -1.4 | 3 | -42
23 | Cc1cc(C)cc(NC(=O)Nc2c(Br)cnn2C)c1 | -12 | -0.7 | 6 | -1.1 | -4 | -17
24 | COc1ccc(-c2noc(C)c2-c2ccc3ccccc3n2)c(O)c1 | 4 | 2.9 | -38 | 6.8 | 7 | -7
25 | CCN(CC)S(=O)(=O)c1ccc(NC(=O)c2ccc(N3CCCC3=O)cc2)cc1 | -4 | 3.6 | -3 | 0.6 | -6 | -2
26 | O=C1c2ccccc2-c2onc3c(N4CCN(CCO)CC4)cc(N4CCN(C(=O)c5ccco5)CC4)c1c23 | -12 | -4.0 | -10 | 2.0 | -9 | 11
27 | Cc1cccc(NC(=O)CSc2nnc(CCNC(=O)OC(C)(C)C)o2)c1C | -4 | 1.9 | -1 | 0.2 | 2 | 26
28 | Cc1sc2nc(CN3CCOCC3)nc(Oc3ccc(NC(=O)c4ccco4)cc3)c2c1C | 5 | -1.3 | 13 | -2.1 | -5 | 6
29 | CC(C)C(=O)NC(c1ccc(N(C)C)cc1)c1c(O)ccc2ccccc12 (stereo not drawn) | -10 | 0.2 | 7 | -1.3 | -6 | 2
30 | CCC1CCCCN1CCCNC(=O)Cn1nc(-c2ccccc2)ccc1=O (stereo not drawn) | -1 | 2.2 | 8 | -1.5 | 2 | -5

item | Mot1-301 SUMO | PfHsp90 yeast 2 | AddAB inh | phage Ecoli inh | Tat transport
16 | 147 | 32 | 1.8 | 3.1 | 3
17 | -1 | -2 | 2.3 | -1.8 | -6
18 | -1 | 8 | 3.6 | 2.4 | -5
19 | -12 | -13 | -2.4 | 2.9 | 23
20 | 2 | -10 | -1.0 | 2.9 | 3
21 | -5 | -17 | 1.6 | 3.7 | 4
22 | -4 | -14 | 4.7 | 0.1 | 9
23 | 4 | 11 | 2.2 | . | -7
24 | 6 | 0 | 3.3 | 1.2 | 7
25 | -5 | 8 | 3.2 | 0.5 | 3
26 | 19 | 42 | -0.2 | 0.3 | 1
27 | -17 | -20 | 2.3 | 0.9 | 5
28 | 92 | -16 | 2.1 | 3.3 | 0
29 | 11 | 11 | 0.7 | 2.4 | 3
30 | 7 | 4 | 1.5 | 5.1 | 33

Entries above with fluorine, in the order listed:
item | Molecule | PKA-R2B activ | Ecoli viability | OPRM1-OPRD1 inv | MOR-DOR ag | PKA-R1A act | HTR5A inv ctr
2 | CCCNC(=O)c1cnc(Sc2ncc(C(F)(F)F)cc2Cl)n1C | -10 | -1.1 | -2 | 0.5 | -2 | -10
7 | Cc1cc(C)n2nc(SCC(=O)Nc3ccc(F)cc3[N+](=O)[O-])nc2n1 | -12 | 1.7 | -3 | 0.8 | 1 | -12
9 | O=C(CN1CCN(c2ccc(F)cc2)CC1)Nc1ccc(S(=O)(=O)N2CCOCC2)cc1 | 0 | -0.7 | 2 | -0.5 | -6 | 15
14 | COc1ccc2c(c1)C(=O)CC(c1ccccc1F)O2 (stereo not drawn) | 9 | 3.3 | -20 | 3.8 | -3 | 7

item | Mot1-301 SUMO | PfHsp90 yeast 2 | AddAB inh | phage Ecoli inh | Tat transport
2 | -13 | 1 | 1.5 | 4.5 | 2
7 | -1 | 3 | 3.5 | -1.1 | -2
9 | -3 | 10 | -2.2 | 1.3 | -4
14 | -8 | -15 | -1.1 | 0.6 | 0

2 entries from above, as labelled records:
19) Cc1cc(=O)n2c(C(=O)Nc3ccc(C)c(C)c3)c(C(=O)Nc3ccccc3)sc2n1
- PKA-R2B activ: -4
- Ecoli viability: -0.7
- OPRM1-OPRD1 inv: -7
- MOR-DOR ag: 1.3
- PKA-R1A act: -3
- HTR5A inv ctr: -10
- Mot1-301 SUMO: -12
- PfHsp90 yeast 2: -13
- AddAB inh: -2.4
- phage Ecoli inh: 2.9
- Tat transport: 23

26) O=C1c2ccccc2-c2onc3c(N4CCN(CCO)CC4)cc(N4CCN(C(=O)c5ccco5)CC4)c1c23
- PKA-R2B activ: -12
- Ecoli viability: -4.0
- OPRM1-OPRD1 inv: -10
- MOR-DOR ag: 2.0
- PKA-R1A act: -9
- HTR5A inv ctr: 11
- Mot1-301 SUMO: 19
- PfHsp90 yeast 2: 42
- AddAB inh: -0.2
- phage Ecoli inh: 0.3
- Tat transport: 1

(further entries)
item | Molecule | PKA-R2B activ | Ecoli viability | OPRM1-OPRD1 inv | MOR-DOR ag | PKA-R1A act | HTR5A inv ctr
31 | Cc1ccc2c(CC(=O)OCc3csc(C)n3)coc2c1 | -1 | 0.5 | 9 | -1.4 | -3 | 7
32 | Cc1ccc(CN2CC[C@H]3C=CCc4cccc(c43)C2)cc1 | 2 | 1.1 | -54 | 9.4 | -7 | -20
33 | Cc1cc(C)nc(NS(=O)(=O)c2ccc(NC(=O)c3ccccc3[N+](=O)[O-])cc2)n1 | -5 | 2.2 | 8 | -1.4 | -6 | 15
34 | CCCn1nnc(NC(=O)c2ccc(-c3ccccc3)cc2)n1 | 1 | 0.2 | 9 | -1.4 | 3 | 0
35 | CCOC(=O)c1ccc(CSc2nnc(N)s2)cc1 | -3 | 3.2 | 7 | -1.2 | -11 | -6
36 | Cc1cc(-c2nc3cccnc3s2)ccc1NS(=O)(=O)c1cccs1 | 0 | -1.5 | 2 | -0.3 | -5 | 10
37 | Cc1cc(NCCCn2ccnc2)n2nc(-c3ccc(F)cc3)cc2n1 | 5 | -0.7 | -1 | 0.2 | 1 | -21
38 | CCNc1nc(-c2ccc(Cl)cc2)cs1 | -2 | 1.8 | -6 | 1.1 | 7 | 5
39 | O=C(O)CSc1c2c(nc3cc(C(=O)N4CCCC4)ccc13)CCCC2 | -1 | -1.4 | -5 | 0.9 | 1 | -33
40 | COc1ccc(CC(=O)N[C@@H](C)C(=O)N2CCC3(CC2)NCCc2[nH]cnc23)cc1 | -2 | 1.4 | 10 | -2.0 | -4 | -11

item | Mot1-301 SUMO | PfHsp90 yeast 2 | AddAB inh | phage Ecoli inh | Tat transport
31 | 1 | -7 | 1.0 | 0.8 | 2
32 | -6 | -26 | 2.0 | 3.0 | 8
33 | 14 | -3 | 1.0 | -1.6 | -19
34 | 44 | -5 | 3.4 | 4.8 | -7
35 | -22 | . | 5.3 | 2.8 | 3
36 | 140 | -2 | -0.9 | 3.5 | 7
37 | -2 | -17 | 0.2 | 2.2 | -7
38 | 331 | -30 | 1.9 | 3.2 | 0
39 | . | -6 | -0.5 | 0.6 | -15
40 | 0 | -17 | 1.8 | 3.2 | 3

Screens: PubChem BioAssay, several laboratories
